Source: PubChem BioAssay (several laboratories)
K1F lysis inhibition: inhibition of K1F phage lysis, E. coli UTI89, bacterial capsule biogenesis inhibitors, alamar blue (AID 488966); 340,000 tested, 0.02% active; one-dose inhibition, % at 100 µM; IC50 in µM for titrated hits; E. coli UTI89 K1F phage lysis, alamar blue, 2 h; higher % means a stronger effect;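 active means phage lysis inhibition, versus mean bacterial control, above a set limit; inconclusive means no clear call, values can overlap the other calls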;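 further: capsule biogenesis inhibitors block K1F phage lysis so surviving cells raise fluorescence; higher fluorescence means more inhibition of phage lysis; actives were called in the ten point dose series up to 300 µM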
NS5 inhibitors: flavivirus cap methylation enzyme inhibition – biochemical, confirmation dose response, primary screen (AID 588689); Dengue-2 NS5 methyltransferase capping enzyme assay, biochemical; higher % means a stronger effect; 340,000 tested, 0.3% active; one-dose inhibition, % at 25 µM; IC50 in µM for titrated hits; in the data active means a potency from the dose series; inconclusive means inhibition above about 29% without an active follow-up result
CSM14.1 death rescue: rescue of cells from ER stress-induced death, primary screen, 384-well, CSM14.1, thapsigargin, ATP luminescence (AID 1222) | CSM14.1 thapsigargin-induced death rescue, ATP luminescence; higher % means a stronger effect | one-dose cellular ATP content (survival), % at 20 µM; EC50 in µM for titrated hits | 190,000 tested, under 10 active;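 active means EC50 below 50 µM in the dose-response confirmation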;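 further: death triggered by thapsigargin at about 15 µM added after 2 h compound pretreatment; cell ATP read after overnight thapsigargin exposure of roughly 18 to 22 hours; normalized against plate controls of thapsigargin alone and 5% DMSO vehicle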
Yfh1-depleted yeast: enhancers of respiration in Yfh1-depleted yeast, dose response, Friedreich's ataxia, plus single-dose screen (AID 1465). S. cerevisiae Yfh1-off respiration, WST-1 reduction, 72 h; higher fold induction means a stronger effect. one-dose fold induction at 50 µM; EC50 in µM for titrated hits. 220,000 tested, 0.074% active;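 active means fold induction of absorbance versus untreated yeast above a set limit, then at least 30% activation at any dose in follow-up; inconclusive means repeats straddling the limit, or above it without dose testing; inactive means fold induction below the set limit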;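 further: activators that raise dye reduction in frataxin-depleted yeast; strong numbers were not always called active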
RSV CPE inhibition: RSV antiviral activity via CPE protection, HEp-2 cells, primary 10 µM value included (AID 2391) | one-dose CPE inhibition, % at 10 µM; IC50 in µM for titrated hits | HEp-2 cells, RSV-induced CPE inhibition; higher % means a stronger effect | 310,000 tested, 0.13% active; in the data active means a potency from the dose series; inconclusive means CPE inhibition mostly from about 23% at the one dose, without a potency; inactive means the rest, 99 in 100 with CPE inhibition below about 21%; further: strong numbers were not always called active
West Nile antiviral: West Nile virus antiviral activity, cell-based, CPE readout (AID 1621). West Nile virus-infected cells, CPE inhibition; higher % means a stronger effect. 290,000 tested, 0.02% active. one-dose CPE inhibition, % at 10 µM; IC50 in µM for titrated hits; in the data active means a potency from the dose series; inconclusive means CPE inhibition mostly from about 3.7% at the one dose, without a potency; inactive means the rest, 99 in 100 with CPE inhibition below about 2.2%; further: strong numbers were not always called active
SV40 large T antigen: SV40 large T antigen inhibitors, biochemical (AID 1903); SV40 large T antigen ATPase/helicase inhibition assay; higher % means a stronger effect; inhibition, % at 20 µM; hits with a dose series show IC50 in µM; 310,000 tested, 0.39% active; in the data active means a potency from the dose series; inconclusive means inhibition mostly from about 32% at the one dose, without a potency; inactive means the rest, 99 in 100 with inhibition below about 32%; further: strong numbers were not always called active
WT yeast gro inh: growth inhibition of WT yeast, mitochondrial fusion screen. mitochondrial fusion phenotypic screen, WT strain. inhibition, % at 10 µM. 190,000 tested, 2.1% active; in the data active means inhibition above about 58%; tested in S. cerevisiae
XIAP displacement: small molecules displacing peptide from XIAP – biochemical, IAP family, fluorescence polarization (AID 1018) | displacement, % at 20 µM; hits with a dose series show IC50 in µM | 200,000 tested, 0.007% active | XIAP BIR domain, fluorescence polarization peptide displacement; higher % means a stronger effect; in the data active means displacement above about 50%; further: a part of the inactive calls stands beside numbers as strong as those of hits
WT yeast gro inh mutant strain: also measured in WT yeast gro inh; calls as there; inhibition, %; mitochondrial fusion phenotypic screen, mutant strain inhibition
Starred values were filed as active, the others as inactive; i = inactive; ? = inconclusive; . = no result given; & = joins results of further samples; [ ] = another dose, or the depositor's remark. Rows are unselected; about 2.2% have a hit in one of these screens.

SMILES	K1F lysis inhibition	NS5 inhibitors	CSM14.1 death rescue	Yfh1-depleted yeast	RSV CPE inhibition	West Nile antiviral	SV40 large T antigen	WT yeast gro inh	WT yeast gro inh mutant strain	XIAP displacement
O=C(C[n+]1cc(-c2ccc(Cl)cc2)n2c1CCC2)N1c2ccccc2Sc2ccccc21	13.8%	-3.7%	-1.4%	i	3.7%	0.4%	16.7%	8.4	-7.9	-9.8%
COc1cccc(NC(=O)c2cc(-c3cccnc3)nc3c(Cl)cccc23)c1	1.4%	-2.0%	-5.3%	i	2.6%	?	16.6%	23.7	11.8	-3.3%
N#Cc1c(SCC(=O)Nc2nc3ccc(Br)cc3s2)sc2c(O)cc(=O)[nH]c12	-1.8%	12.4%	.	.	0.6%	-0.7%	34.4%	.	.	.
CCOc1ccc(C(=O)NCC(=O)OC2CCOC2=O)cc1OCC (stereo not drawn)	2.2%	-7.3%	-1.8%	i	0.3%	0.4%	2.8%	0.2	8.5	-6.7%
CCc1ccccc1NC(=O)COc1ccc(N2CC(C(N)=O)CC2=O)cc1 (stereo not drawn)	0.2%	-5.7%	.	.	0.2%	0.0%	14.8%	.	.	.
O=C(/C=C/c1cccs1)Nc1cccnc1	2.3%[50 µM]	-7.0%	-0.1%	i	0.7%	-0.3%	6.1%	0.5	-0.6	-10.6%
CCN(CC)C(c1ccc(C)cc1)c1nnnn1C1CCCCC1 (stereo not drawn)	0.1%	-2.0%	-1.1%	i	13.8%	0.0%	5.1%	-4.4	11.8	-9.4%
Cc1nc(NC(=O)CN2CC(C)OC(C)C2)sc1C(=O)N(C)C (stereo not drawn)	0.2%	-0.6%	.	.	2.7%	0.6%	20.9%	.	.	.
CN(C)CCNC(=O)c1c(CSc2ccc(Cl)cc2)noc1C(=O)NCc1ccccc1	-0.1%	0.0%	.	i	-3.0%	-0.1%	18.0%	.	.	.
CN(CC(=O)NCc1ccc(F)cc1)S(=O)(=O)c1ccc2c(c1)n(C)c(=O)c(=O)n2C	0.3%	-1.8%	.	.	2.5%	-0.6%	9.4%	.	.	.
Cc1cccc2c1N(CCCOc1ccc(C(C)(C)C)cc1)C(=O)C2=O	-1.6%	10.4%	-1.6%	i	3.1%	-0.4%	13.6%	97.1*	60.7*	-12.9%
O=S(=O)(c1ccc(NC(=S)Nc2ccccc2)cc1)N1CCOCC1	-3.2%	9.1%	0.3%	i	0.5%	1.8%	4.7%	-1.5	0.2	-5.4%
CCCCNC(=S)N(C)/N=C/c1c(F)cccc1F	0.3%[50 µM]	3.2%	-2.1%	i	2.0%	-0.5%	0.2%	32.6	4.9	-8.4%
COc1ncnc(OC)c1S(=O)(=O)Nc1ccc(C(F)(F)F)cc1	0.2%	-7.2%	.	.	1.6%	-0.9%	18.1%	.	.	.
COc1ccccc1/C=C/C=N/n1c(-c2ccc(C)cc2)n[nH]c1=S	0.5%[50 µM]	0.0%	0.6%	i	1.7%	0.7%	8.9%	40.6	0.0	2.4%
CC(C)C(=O)N1CCC2(CC1)Oc1ccc(F)cc1C(=O)C21CC(c2ccccc2)=NO1 (stereo not drawn)	0.7%	-12.1%	.	i	6.4%	-0.6%	10.1%	.	.	.
CC(C)C(NC(=O)c1ccc(C(C)(C)C)cc1)C(=O)NC1=NCCS1 (stereo not drawn)	0.0%	-3.3%	0.7%	i	2.7%	-0.2%	-3.6%	62.9*	20.8*	-5.3%
CS/C(=N\S(=O)(=O)c1cccs1)Nc1ccc(N2CCOCC2)cc1	1.7%	-7.9%&-3.4%	-0.2%	i	0.6%	-0.1%	14.6%	-5.4	-3.1	-3.7%
Cc1ccc(NC2CCCN(C(=O)c3ccc(F)cc3)C2)cc1C (stereo not drawn)	0.0%	1.8%	.	.	1.4%	-0.2%	14.4%	.	.	.
COc1cc(/C=N/NC(=O)c2ccc(COc3cc(C)ccc3C(C)C)cc2)cc(OC)c1O	-1.5%	-8.1%	2.6%	i	12.8%	-1.5%	2.5%	23.4	22.8	-6.2%

Among those listed so far, these have a tert-butyl group:
SMILES	K1F lysis inhibition	NS5 inhibitors	CSM14.1 death rescue	Yfh1-depleted yeast	RSV CPE inhibition	West Nile antiviral	SV40 large T antigen	WT yeast gro inh	WT yeast gro inh mutant strain	XIAP displacement
Cc1cccc2c1N(CCCOc1ccc(C(C)(C)C)cc1)C(=O)C2=O	-1.6%	10.4%	-1.6%	i	3.1%	-0.4%	13.6%	97.1*	60.7*	-12.9%
CC(C)C(NC(=O)c1ccc(C(C)(C)C)cc1)C(=O)NC1=NCCS1 (stereo not drawn)	0.0%	-3.3%	0.7%	i	2.7%	-0.2%	-3.6%	62.9*	20.8*	-5.3%

Next part:
SMILES	K1F lysis inhibition	NS5 inhibitors	CSM14.1 death rescue	Yfh1-depleted yeast	RSV CPE inhibition	West Nile antiviral	SV40 large T antigen	WT yeast gro inh	WT yeast gro inh mutant strain	XIAP displacement
O=C(NC1(C(F)(F)F)NC(=O)N(Cc2ccccc2)C1=O)c1cccnc1 (stereo not drawn)	0.9%	-1.6%	1.1%	i	3.5%	0.4%	-0.8%	-6.9	0.4	-3.2%
CCOc1ccc(C(=O)NCC(c2ccco2)N2CCc3ccccc3C2)cc1 (stereo not drawn)	1.2%[50 µM]	-6.5%	.	.	2.7%	.	10.3%	.	.	.
Cc1cc(C)n(-c2nc3ccccc3c(=O)n2OCc2ccc(F)cc2)n1	0.9%	.	-0.4%	i	5.6%	-0.4%	9.4%	-6.1	-6.6	-3.4%
Cn1nc(C(=O)Nc2ccc(S(=O)(=O)Nc3ncccn3)cc2)ccc1=O	-0.4%[50 µM]	27.7%	.	i	1.5%	0.0%	19.6%	.	.	.
CN(C(=O)COC(=O)CNC(=O)c1ccccc1Cl)c1ccccc1	0.5%	-0.8%	-3.1%	i	2.2%	-0.3%	5.9%	1.5	3.0	-6.2%
CN1CCN(C(=O)CN(C)S(=O)(=O)c2ccc3ccccc3c2)CC1	.	.	0.3%	i	0.1%	-1.2%	4.6%	9.9	-35.1	-8.1%
CC(=O)Nc1ccc(NC(=O)C(C)O/N=C/c2cccc([N+](=O)[O-])c2)cc1 (stereo not drawn)	-0.3%	-1.6%	-1.9%	i	2.3%	-0.2%	-4.6%	-44.6	-25.3	-0.7%
CC1CCN(CCCNC(=O)COc2cc(=O)n(C)c3ccccc23)CC1	0.4%	-0.3%	-1.4%	i	0.8%	-0.2%	-1.6%	-22.4	-3.0	-5.5%
CC1CCCC(NC(=O)COC(=O)c2cc(S(=O)(=O)N3CCCCC3)ccc2N2CCOCC2)C1C (stereo not drawn)	-0.1%	-6.5%	-4.1%	i	2.2%	-0.9%	-5.2%	-3.4	-38.1	-4.0%
CN(C)S(=O)(=O)c1cccc(NC(=O)CSc2ncnc3ccccc23)c1	-0.1%	-4.6%	.	i	18.6%	0.2%	14.2%	.	.	.
CCOc1ccc(NC(=O)CSc2nc3c([nH]c4ccccc43)c(=O)n2C)cc1	-0.6%	2.8%	0.5%	i	0.2%	1.3%	6.9%	-8.7	1.6	-7.8%
OCCCn1c(C2CCCN2c2nc(-c3ccc(Cl)cc3)cs2)nc2cc(C(F)(F)F)ccc21 (stereo not drawn)	0.1%	-12.0%	.	i	8.8%	-0.6%	19.2%	.	.	.
CCOC(=O)C(=O)N/N=C/c1cccc(Br)c1	-1.0%	11.7%	.	i	1.4%	0.7%	3.1%	.	.	.
CC(C)OC(=O)Nc1ccc(Oc2c(F)c(F)c(F)c(F)c2F)cc1	0.0%	4.3%	.	i	2.3%	0.2%	-5.0%	-19.7	12.2	-2.1%
CCCCn1c(N)c(N(CCC(C)C)C(=O)CSc2nnc(C)s2)c(=O)[nH]c1=O	-0.4%	-3.2%	0.9%	i	-0.4%	-0.3%	6.7%	-55.7	-20.1	2.5%
Cc1ccc2sc(NNC(=O)C3=COCCO3)nc2c1C	1.3%	-4.7%	-0.7%	i	1.3%	-0.5%	33.1%	-9.3	-0.5	-1.9%
C=CCNC(=O)CN1CCC(c2nc3ccccc3[nH]2)CC1	6.8%	-4.5%	.	.	0.1%	0.5%	4.4%	.	.	.
CC(C)CC(=O)NC(=S)Nc1ccccc1F	-0.1%	1.6%	-1.4%	i	1.5%	-0.3%	15.8%	17.4	-0.2	-0.9%
O=C(COc1ccc(S(=O)(=O)N2CCOCC2)cc1)Nc1ccccc1Cl	0.4%	-0.8%	.	.	2.2%	-0.3%	10.1%	.	.	.
CCCC(=O)NCCCc1nc2ccccc2[nH]1	-2.1%	-2.1%	-4.1%	i	3.1%	0.2%	4.0%	13.2	4.7	3.3%
CC(C)(C)C1c2[nH]c3ccccc3c2CCN1Cc1cccc(OCCO)c1 (stereo not drawn)	0.1%	.	-1.4%	i	3.9%	-0.4%	4.1%	8.6	13.7	-2.1%
O=S(=O)(Cc1nnnn1-c1ccccc1)c1ccc(Cl)cc1	0.2%	-4.5%	.	.	2.2%	-0.6%	8.5%	.	.	.
CCOC(=O)CSc1nc2c(c(=O)n(C)c(=O)n2C)n1Cc1ccccc1F	2.8%	-1.4%	-0.8%	i	1.3%	-0.3%	5.9%	1.3	2.2	-6.8%
CCCc1c(C(=O)N/N=C/c2ccccc2OCc2ccc(F)cc2)nnn1-c1nonc1N	-1.2%	-9.9%	.	.	1.6%	-0.2%	3.4%	.	.	.
O=C1/C(=C\c2ccco2)SC(=S)N1c1ccc(O)cc1	0.1%[50 µM]	2.2%	-6.1%	i	7.8%	-0.7%	?	5.8	-12.9	-2.1%
Cc1ccc(CN2CCN(C(=O)CCN3C(=O)c4ccccc4C3=O)CC2)cc1	-0.1%	-4.1%	2.0%	i	1.5%	-0.1%	12.6%	-3.9	-7.0	-2.0%
CCn1nc(CC(=O)Nc2nnc(CC(=O)N3CCOCC3)s2)c2ccccc2c1=O	0.5%	-6.8%	-2.1%	i	1.4%	0.3%	10.3%	5.2	8.6	-2.6%
CC(C)C(=O)N1CCN(c2ccccc2NC(=S)NC(=O)Cc2ccccc2)CC1	-0.1%[50 µM]	-2.6%	.	.	4.8%	-0.6%	8.9%	.	.	.
CCN(CC)c1ccc(C(=O)N/N=C/c2ccccc2OC(F)F)cc1	0.1%	1.8%	1.0%	i	18.3%	-1.6%	10.8%	-10.2	4.6	-5.6%
CC(C)CN1C(=S)SC(C)(C)C1n1oc(=O)n(-c2ccc(Cl)cc2)c1=O (stereo not drawn)	0.3%	-2.4%	-1.7%	i	10.5%	-0.7%	-1.8%	-5.0	2.7	-7.7%
COc1ccccc1N(CC(=O)NC1CCCCC1)S(=O)(=O)c1cccs1	0.3%	2.1%	.	i	-0.5%	-0.3%	5.7%	.	.	.
Fc1ccc(-c2cc(-c3ccccc3)nc(-n3cccn3)n2)cc1	-0.1%	-8.1%	1.2%	i	15.8%	0.9%	15.6%	42.9	66.8	0.9%
COc1cc(NC(=O)c2cccs2)c(OC)cc1NC(=O)c1cccs1	0.2%[50 µM]	-7.8%	.	.	2.4%	-0.8%	19.8%	.	.	.
COc1ccc(/C=N/n2nnnc2N)cc1OC	1.2%	-7.0%	.	i	12.9%	0.2%	11.7%	.	.	.
